# Assay outcomes: PubChem, National Center for Advancing Translational Sciences (NCATS)
# Vif-A3G inh = blocks the Vif interaction with human APOBEC3G | HeLa A3G-eYFP + Vif (tagged APOBEC3G with the HIV-1 protein that degrades it), YFP fluorescence, overnight | Potency, µM (titrated, usually from 46.1 µM), without a hit: top-dose activity, negative = active, hits mostly inhibitors | actives 0.076% (n = 410,000) | AID 602310;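 further: potency means the concentration at half of the fitted maximal effect; on the % scale 0 is the no-effect control and ±100 the full control effect; nearly all actives have a fitted effect of over 60% in size; hits raise eYFP signal because A3G escapes Vif-driven loss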
#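 Read-out is eYFP fluorescence (Ex 488/Em 500-530) from Vif-expressing HeLa A3G-eYFP cells; more signal means A3G escaped Vif-mediated degradation. Cells plated overnight, compound pinned in, incubated overnight at 37 deg C.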
# RGS4 inhibitor = inhibitors of human regulator of G protein signaling 4 | P49798 | Transcreener GDP fluorescence polarization, RGS4-accelerated GTP hydrolysis | Potency, µM (titrated, usually from 114 µM), without a hit: at the top dose activity change, negative = inhibition, hits mostly inhibitors | actives 0.039% (n = 390,000); further: potency means the concentration at half of the fitted maximal effect; on the % scale 0 is the no-effect control and ±100 the full control effect; nearly all actives have a fitted effect of over 75% in size; some results filed as inactive show a strong effect at the top dose
# Target sequence (P49798 whole entry, looked up): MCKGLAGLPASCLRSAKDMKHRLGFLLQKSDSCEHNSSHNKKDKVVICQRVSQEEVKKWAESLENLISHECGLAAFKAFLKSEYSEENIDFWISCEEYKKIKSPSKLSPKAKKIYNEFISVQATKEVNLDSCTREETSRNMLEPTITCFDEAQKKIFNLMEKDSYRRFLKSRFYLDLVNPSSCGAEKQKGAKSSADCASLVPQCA
#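 MLSMR compounds (23 nl, pin-transferred) preincubated 10 min at room temperature with a 500nM (2x) first reagent, then RGS4 at 900nM (2x) plus Transcreener GDP mix added; fluorescence polarization (620/688 nm) read before and after 90 min at 30 °C.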
# ERG-DNA inh = inhibitors of human ERG Ets domain-DNA interaction. P11308. fluorescence polarization, His-ERG Ets domain / labelled DNA. Potency, µM (top dose mostly 76.9 µM), for inactives: at the top dose FP activity, negative = inhibition, usual class: inhibitors. actives 0.028% (n = 370,000); active means well fitted inhibition curve with a large enough effect in the polarisation, with a control signal flat; inconclusive means small, poorly fitted or top-dose-only effect, or effect the other way, or a change in a side signal; inactive means no such curve, though single readings can be large or run the other way; the % refers to the polarisation;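 further: polarization taken with two DNA probes labelled with fluorescein and Texas red; potency means the concentration at half of the fitted maximal effect; % of control where 0% means no effect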
# Target sequence (P11308 whole entry, looked up, the tested form may be a part): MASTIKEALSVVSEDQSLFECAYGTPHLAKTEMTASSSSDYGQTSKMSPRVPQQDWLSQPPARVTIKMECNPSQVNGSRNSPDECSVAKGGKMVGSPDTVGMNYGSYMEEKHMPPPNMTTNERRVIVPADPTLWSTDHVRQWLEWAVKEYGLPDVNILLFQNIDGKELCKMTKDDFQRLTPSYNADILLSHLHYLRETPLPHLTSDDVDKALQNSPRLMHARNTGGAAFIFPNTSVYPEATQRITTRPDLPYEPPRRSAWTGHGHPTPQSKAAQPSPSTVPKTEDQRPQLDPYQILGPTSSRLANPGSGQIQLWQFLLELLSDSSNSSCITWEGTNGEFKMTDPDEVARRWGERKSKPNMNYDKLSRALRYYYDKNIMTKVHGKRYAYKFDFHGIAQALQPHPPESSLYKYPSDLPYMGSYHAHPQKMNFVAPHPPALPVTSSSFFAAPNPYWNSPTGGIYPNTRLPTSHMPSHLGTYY
#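 His-tagged ERG Ets domain (1 uM in the protein solution; 300mM KCl, 50mM Tris-HCl, 1mM EDTA, 1mM DTT, pH 7.5) received compound, then a probe mix of 5 nM fluorescein-DNA and 100nM Texas-615-DNA. Fluorescence polarization was read for both dyes.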
# D2 agonist = activates the human D2 dopamine receptor. HEK293 T-REx D2 cells, calcium flux agonist mode. activation, % at 2 µM. actives 0.53% (n = 340,000). AID 485358;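 active means activation over 3 SD above normal in the single-dose calcium agonist read, cut at about 30% in these data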; further: 0% is about no effect
#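 Tetracycline-induced HEK293 T-REx cells with force-coupled D2 receptor, plated overnight at 30 C, loaded with no-wash calcium dye. After a 10 s baseline, compound was pin-added and calcium flux read kinetically for 180 s; calcium rises flagged agonists.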
# D2 antag = antagonizes the human D2 dopamine receptor; P14416; HEK293 TREx D2 cells, calcium flux, dopamine EC80; inhibition, % at 10 µM; actives 2% (n = 340,000); AID 485344; in the data active means inhibition above about 30%; further: 0% is about no effect
#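 Dopamine at EC80 is the agonist stimulus; test compounds precede it by 180 s. Calcium flux read kinetically in a force-coupled, inducible HEK293 T-REx D2 cell line.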
# Glioma ERSR ind = inducers of ER stress response in human glioma cells. U87-MG GRP78 promoter luciferase reporter, 16 h. Potency, µM, for inactives: top-dose activation, usual class: activators. actives 0.02% (n = 420,000). AID 602332; further: potency means the concentration at half of the fitted maximal effect; series mostly up to about 76 µM; % of control where 0% means no effect; nearly all actives have a fitted effect of over 35% in size
#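 Stably transfected U87-MG human glioma cells carrying a GRP78-based luminescent sensor were seeded at 1000 cells/well, pin-dosed with compounds and incubated 16 h. Luciferase reagent was then added, and end-point luminescence was read after 10 min at room temperature.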
# LDHA block = LDHA (human) enzyme inhibition. actives 0.15% (n = 480,000). P00338. purified LDHA, NADH/diaphorase-resazurin fluorescence; stronger effect = lower value. activity change, % (values are at about 110 or 230 µM); in the data active means activity change below about -30%; inconclusive means mostly about -25% to -30%;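 further: plate controls were DMSO wells for no effect and wells without enzyme for full effect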
#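 LDH5 2 nM; NADH 0.06 mM, pyruvate 0.2 mM; 200 mM Tris pH 7.4, EDTA, Tween-20; 5 min RT. Detection: diaphorase 0.133 mg/mL + resazurin 37 µM, fluorescence ex540/em590 at 0 and 20 min; normalized to enzyme-free and DMSO wells.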
# ALOX12 inh = ALOX12 (human) lipoxygenase inhibition; P18054; purified 12hLO, xylenol orange hydroperoxide absorbance; Potency, µM (doses to about 108 µM), inactives show at the highest dose activity change, negative = inhibition, actives largely listed as inhibitors; actives 1.1% (n = 580,000); further: potency means the concentration at half of the fitted maximal effect; on the % scale 0 is the no-effect control and ±100 the full control effect
#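 Hydroperoxide product was detected by ferrous iron/xylenol orange as the 573 to 405 nm absorbance ratio. Arachidonic acid at 40 uM (final) was turned over for 30 min at room temperature by 150 nM human 12hLO, pH 7.0 Hepes buffer, after 15 min compound preincubation.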
# Vif-A3F inh = Vif-A3F binding inhibition. HeLa A3F-eYFP + Vif (tagged APOBEC3F with the HIV-1 protein that degrades it), YFP fluorescence increase. Potency, µM (doses to about 46.1 µM), inactives show at the top dose activity, negative = active. actives 0.2% (n = 390,000); further: potency means the concentration at half of the fitted maximal effect; % of control where 0% means no effect; nearly all actives have a fitted effect of over 65% in size
#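 Fluorescence increase (Ex 488/Em 500-530) after overnight compound treatment at 37 deg C flags inhibition of Vif-driven A3F-eYFP loss in stable HeLa A3F-eYFP/Vif cells seeded overnight beforehand.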
# The depositor's hits bear a star; ? = inconclusive; . = not tested or not shown; & = joins results of further samples; [ ] = another dose, or the depositor's remark. Unless noted, the call rests on the fitted dose curve; in most records, active means well fitted curve in the direction sought with a large enough effect; inconclusive means small, poorly fitted or top-dose-only effect, or another doubt; inactive means no such curve, though single readings can be large; an effect the other way counts as inactive or inconclusive. Only part of the results is shown, so the mix of outcomes need not match the whole.
SMILES,Vif-A3G inh,RGS4 inhibitor,ERG-DNA inh,D2 agonist,D2 antag,Glioma ERSR ind,LDHA block,ALOX12 inh,Vif-A3F inh
Cc1cc(C)n(-c2ccc(C(=O)Nc3sccc3C(N)=O)cc2)n1,-1%,-37%,5%,-0.9,-1,-9%,-13,2%,2%
Cc1ccc(C(=O)COC(=O)CN2C(=O)C3CC=CCC3C2=O)cc1C (stereo not drawn),0%,.,.,.,.,-4%,-1,-1%,-6%
COc1ccc(NC(=S)NNC(=O)c2cccnc2)cc1OC,2%,-22%,-8%,-0.1,-13,-5%,-1,6%,10%
COc1cc(C)c(NC(=S)Nc2ccc(C)c(Cl)c2)cc1OC,1%,-46%,2%,0.2,4,0%,1,?,3%
Cn1c(=NCC(O)COc2ccccc2)sc2ccccc21 (stereo not drawn),-8%,-47%,9%,0.8,7,7%,0,149%[activator],-9%
O=C1CC(N2CCN(S(=O)(=O)c3ccccc3F)CC2)C(=O)N1c1ccc(F)cc1F (stereo not drawn),0%,-1%,4%,.,.,-4%,-7,-38%,-8%
O=C(NCc1ccc(F)cc1)c1cc2c(s1)CCCC2,-1%,-28%,-5%,-1.1,7,2%,-3,0%,1%
O=C(Cc1nn[nH]n1)NCc1ccccc1Cl,-7%,-11%,2%,-0.2,-13,-3%,-4,261%[activator],2%
COC(=O)c1ccc(Cl)cc1NC(=O)N1CC2CCCN2c2ccccc21 (stereo not drawn),-12%,7%,-4%,0.4,.,-3%,5,-2%,-8%
COc1ccccc1CNC(=O)C1CC(c2ccccc2[N+](=O)[O-])=NO1 (stereo not drawn),3%,4%,-4%,.,.,0%,-2,-8%,-1%
COc1ccc(C(=O)Nc2ccc(-c3nnn(CC(=O)NCc4ccco4)n3)cc2)cc1,2%,-30%,10%,-0.4,-10,-1%,-14,-10%,2%
COCCn1c(CN2CCN(c3cccc(Cl)c3)CC2)nc2c1c(=O)n(C)c(=O)n2C,-3%,3%,-1%,0.8,3,-2%,-4,7%,-6%
CN(C)c1cccc(NC(=O)c2cccc3ccccc23)c1,0%,-14%,-13%,-2.4,-3,2%,-19,2%,4%
O=C(/C=C/NCc1cccnc1)c1ccc(-c2ccccc2)cc1,-4%,-35%,5%,-0.8,6,-1%,-1,96%[activator],-8%
Cc1ccc2sc(NNC(=O)C3=COCCO3)nc2c1C,0%,-9%,-1%,1.7,6,-3%,8,-6%,14%
CC(=O)Nc1ccc(-c2csc(Nc3cc(C)ccn3)n2)cc1,-18%,-14%,3%,.,.,-5%,-7,-17%,7%
Cc1ccccc1-n1c(SCC(=O)c2ccccc2)nnc1-c1ccc(F)cc1,0%,-14%,18%,1.1,.,-5%,-4,?,1%
Cc1cccc(NC(=O)COC(=O)c2ccc3nc(C)c(C)nc3c2)c1,-1%,24%,0%,.,.,1%,-1&13,134%&-12%[activator],-12%
Cc1ccc(C(=O)NCc2ccc(Cl)cc2)cc1S(=O)(=O)N1CCCCC1,2%,-2%,.,.,.,-5%,-9,15%,9%
CC(C)c1ccc(Cc2cnc(NC(=O)c3ccc4c(c3)CC(c3ccccc3)OC4=O)s2)cc1 (stereo not drawn),4%,2%,0%,0.7,.,-3%,-20,-8%,-1%
Cc1cccc(C(=O)NNC(=O)c2ccc(Cl)cc2)c1O,-1%,6%[11.4 µM],5%,0.5,4,-3%,-3,0%,-2%
CCOc1ccc(-c2nnc3sc(COc4ccccc4)nn23)cc1,1%,-9%,-1%,0.8,7,-1%,-5,4%,-3%
CC(C(=O)O/N=C(\N)c1ccccn1)c1ccc([N+](=O)[O-])cc1 (stereo not drawn),-3%,-18%,-5%,.,.,-3%,-2,-3%,1%
OCC(CO)(CO)N=Cc1c(O)ccc2ccccc12,0%,?,-4%,-0.3,-10,-5%,40,-29%,-5%
CC1(C)Cc2c(cnn2-c2ccccc2)C(NC(=O)c2ccoc2)C1 (stereo not drawn),-7%,7%,-5%,-0.4,1,-4%,-6,-12%,?
O=C(c1ccc(S(=O)(=O)N2CCCCCC2)cc1)N1CCN(Cc2ccccc2)CC1,6%,2%,-16%,2.7,1,-4%,-2,192%[activator],1%
c1ccc(CCn2nnnc2C(c2cccnc2)N2CCN(c3ccccc3)CC2)cc1 (stereo not drawn),1%,6%,.,.,.,-1%,-1,0%,-8%
Cc1nnc(NC(=O)CSc2nccn2-c2ccc(F)cc2)s1,1%,-4%,1%,0.4,7,-2%,-6,0%,-13%
CCOc1ccc(NC(=O)CN(C)C(=O)c2cc(-c3ccc(OC)cc3)nc3ccccc23)cc1OCC,0%,-6%,-6%,-0.1,-9,4%,0,?,-4%
COc1ccccc1N1CCN(S(=O)(=O)CCNC(=O)/C=C/c2ccc3c(c2)OCO3)CC1,-8%,.,.,.,.,-3%,1,1%,-9%
Brc1ccc(-c2nn3c(-c4ccccn4)nnc3s2)o1,-3%,-36%,-18%,-0.4,-1,2%,2,0%,-15%
CC(C)C(NS(=O)(=O)c1ccc2c(c1)oc(=O)n2C)C(=O)NCCc1ccc(Cl)cc1 (stereo not drawn),-3%,-28%,-8%,0.0,.,-2%,2,-6%,-1%
CC(C)CNC(=O)C1CCN(CC2CCCCC2)CC1,1%,-3%,0%,-0.1,17,-4%,-8,-18%,5%
COC(=O)C(Cc1ccc(OC(=O)c2ccc(Cl)cc2)cc1)N1Cc2ccccc2C1=O (stereo not drawn),-3%,-3%,-8%,0.9,6,4%,-6,0%,0%
O=C(CCC(=O)N/N=C/c1ccc(Br)s1)NCc1ccccc1,-4%,15%,-3%,0.0,-12,-3%,-3,5%,1%
NC1=NC(c2ccccc2)=NC1(NC(=O)c1ccccc1)C(Cl)Cl (stereo not drawn),-1%,-3%,3%,-0.1,0,1%,0,10%,-23%
CS(=O)(=O)N(CC(=O)NCCSc1ccc(Cl)cc1)c1ccc2c(c1)OCO2,0%,20%,-1%,0.3,-17,-3%,-4,0%,-1%
CCN(c1ccccc1)S(=O)(=O)c1ccc(OC)c(NC(=O)c2cc(Cl)ccn2)c1,1%,-14%,-1%,-0.1,-8,-2%,1,.,-12%
Cc1cc(C)c2c(N=CN(C)C)c(C(=O)N3CCN(c4ncccn4)CC3)sc2n1,-6%,4%,-4%,-0.5,15,-11%,-3,87%[activator],-8%
CCC(=O)N1CCc2cc(Br)cc(S(=O)(=O)CCC(=O)Nc3ccccc3C)c21,-3%,-6%,-7%,-0.1,.,-4%,-4,-1%,3%
Cc1ccc(-n2cnc3cc(C(=O)NCc4ccccc4Cl)ccc32)c(C)c1,4%,21%,-1%,0.2,.,-5%,-5,-13%,-4%

# Filtered by structure, those above with an aryl methoxy group
SMILES,Vif-A3G inh,RGS4 inhibitor,ERG-DNA inh,D2 agonist,D2 antag,Glioma ERSR ind,LDHA block,ALOX12 inh,Vif-A3F inh
COc1ccc(NC(=S)NNC(=O)c2cccnc2)cc1OC,2%,-22%,-8%,-0.1,-13,-5%,-1,6%,10%
COc1cc(C)c(NC(=S)Nc2ccc(C)c(Cl)c2)cc1OC,1%,-46%,2%,0.2,4,0%,1,?,3%
COc1ccccc1CNC(=O)C1CC(c2ccccc2[N+](=O)[O-])=NO1 (stereo not drawn),3%,4%,-4%,.,.,0%,-2,-8%,-1%
COc1ccc(C(=O)Nc2ccc(-c3nnn(CC(=O)NCc4ccco4)n3)cc2)cc1,2%,-30%,10%,-0.4,-10,-1%,-14,-10%,2%
CCOc1ccc(NC(=O)CN(C)C(=O)c2cc(-c3ccc(OC)cc3)nc3ccccc23)cc1OCC,0%,-6%,-6%,-0.1,-9,4%,0,?,-4%
COc1ccccc1N1CCN(S(=O)(=O)CCNC(=O)/C=C/c2ccc3c(c2)OCO3)CC1,-8%,.,.,.,.,-3%,1,1%,-9%
CCN(c1ccccc1)S(=O)(=O)c1ccc(OC)c(NC(=O)c2cc(Cl)ccn2)c1,1%,-14%,-1%,-0.1,-8,-2%,1,.,-12%
